# Screening data: PubChem, The Scripps Research Institute Molecular Screening Center
# TAAR1 antagonist – antagonists of human TAAR1. Q96RJ0. CHO RD-HGA16 TAAR1, Fluo-8 calcium fluorescence, antagonist. inhibition, % at 3 µM. hit rate 1.5% among 360,000;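 active = inhibition above a per-plate cutoff, the mean inhibition of test compounds on that plate plus 3 SD, cut at about 49% in these data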;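 note: 0% = DMSO plus EC80 beta-PEA response and 100% = DMSO alone without agonist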
#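 test system = CHO RD-HGA16 cells bearing hTAAR1 | replication = singlicate | controls = DMSO-only wells and EC80 β-PEA-stimulated wells | reagent = EC80 β-phenethylamine stimulus | read-out basis = percent inhibition of PEA-evoked calcium signal, max/basal emission ratio | schedule = seeding 17-24 h prior, 75-min 37 °C, 30-min RT dye loading | signal = kinetic Fluo-8 calcium fluorescence measurement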
# GPR7 antag – blocks human GPR7 receptor signaling. P48145. GPR7-expressing cells, fluorescence antagonist assay. hit rate 1.1% among 290,000. inhibition, % at 4.4 µM; in the data active = inhibition above about 16%, passing the limit was not always enough;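 note: cells stimulated with the agonist NPW; 0% = agonist with vehicle and 100% = vehicle without agonist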
# Target sequence (P48145 whole entry, looked up): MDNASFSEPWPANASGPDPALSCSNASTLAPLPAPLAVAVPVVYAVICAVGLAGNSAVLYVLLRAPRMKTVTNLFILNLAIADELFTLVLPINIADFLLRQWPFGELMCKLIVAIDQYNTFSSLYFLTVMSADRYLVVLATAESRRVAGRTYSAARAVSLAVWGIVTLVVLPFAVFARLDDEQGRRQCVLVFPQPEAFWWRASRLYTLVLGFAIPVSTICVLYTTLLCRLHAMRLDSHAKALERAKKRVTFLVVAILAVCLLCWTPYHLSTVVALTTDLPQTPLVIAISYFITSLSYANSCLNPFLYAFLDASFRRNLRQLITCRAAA
# V1R ag counter – V1a receptor agonism, counter-screen for OXTR agonists. P37288. CHO-V1R cells, Fluo-8 calcium fluorescence, agonist mode; 0% DMSO, 100% 3 nM vasopressin. activation, % at 3 µM. hit rate 0.25% among 320,000;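 active = activation above the mean activation of all tested compounds plus 3 SD, per screening run, cut at about 20% in these data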;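 note: signal is peak over basal fluorescence ratio across a 100 second FLIPR read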
# M1 PAM parental – M1 PAM counterscreen hit in parental CHO-K1 cells | AID 602247 | ATP EC20, Fluo-8 calcium fluorescence; 0% at ATP EC20, 100% at ATP max | hit rate 0.02% among 360,000 | activation, % at 3 µM;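 active = activation above the run cutoff, the mean activation of all test compounds plus 3 SD, cut at about 40% in these data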;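 note: peak over basal fluorescence ratio in a 140 s read after ATP addition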
# CHO parental Ca – counter-screen for OX1R antagonists: effect in parental CHO cells | parental CHO-K1, ATP-induced calcium, Fluo-8 fluorescence | inhibition, % at 5.6 µM | hit rate 0.63% among 330,000 | AID 463079;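 active = inhibition above that plate's mean sample inhibition plus 3 SD, cut at about 26% in these data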;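 note: 0% = ATP-challenged DMSO wells and 100% = DMSO wells without ATP; some compounds past the cut are filed as inactive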
#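 Test system: untransfected parental CHO cell line; also added: ATP stimulus; dosing: 5.6 µM, single dose; signal: calcium-sensitive Fluo-8 fluorescence; measure: percent inhibition of ATP-evoked calcium rise, normalized to controls; benchmarks: low control ATP plus DMSO, high control DMSO only; replication: one well per compound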
# CHO-K1 Ca antag – counter-screen for M1 antagonists: effect in parental CHO-K1 cells; inhibition, % at 3 µM; ATP-induced calcium, Fluo-8 fluorescence; hit rate 0.6% among 360,000;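 active = inhibition above a per-plate cutoff, the plate's mean sample inhibition plus 3 SD, cut at about 24% in these data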;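 note: 0% = DMSO plus EC80 ATP and 100% = DMSO alone without ATP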
# OXTR agonist – activates the human oxytocin receptor; P30559; CHO-OTR cells, Fluo-8 calcium fluorescence; normalized: DMSO 0%, oxytocin 100%; activation, % at 3 µM; hit rate 0.32% among 320,000;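 active = activation above the mean of all tested compounds plus 3 SD, cutoff set per screening run, cut at about 20% in these data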;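 note: peak over basal fluorescence ratio from a 100 s FLIPR kinetic read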
# Target sequence (P30559 whole entry, looked up): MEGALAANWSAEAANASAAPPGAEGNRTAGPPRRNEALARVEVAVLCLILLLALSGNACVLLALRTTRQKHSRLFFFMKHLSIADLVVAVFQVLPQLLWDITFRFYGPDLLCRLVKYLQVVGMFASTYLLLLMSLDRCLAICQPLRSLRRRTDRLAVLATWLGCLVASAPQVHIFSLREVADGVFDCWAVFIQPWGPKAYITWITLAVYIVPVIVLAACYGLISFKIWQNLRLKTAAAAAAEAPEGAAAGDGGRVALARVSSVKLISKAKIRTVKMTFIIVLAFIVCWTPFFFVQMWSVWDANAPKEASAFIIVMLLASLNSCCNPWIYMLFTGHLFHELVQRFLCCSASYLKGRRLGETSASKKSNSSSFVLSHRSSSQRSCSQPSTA
# OXTR potentiate – potentiators of human oxytocin receptor; P30559; CHO-OTR cells, Fluo-8 calcium fluorescence, potentiator mode; 0% = oxytocin EC15, 100% = EC100; activation, % at 3 µM; hit rate 0.061% among 320,000; AID 2445;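 active = activation above that plate's cutoff, the mean activation of tested compounds plus 3 SD, cut at about 6.6% in these data, passing the limit was not always enough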;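 note: 100% uses oxytocin at 75 nM as the full agonist control; some results filed as inactive read as strong as hits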
#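 Measured by – Fluo-8 calcium dye fluorescence · Test system – human OTR in CHO cells · Dosing – one concentration, 3.0 µM compound · Controls – EC15 oxytocin alone as 0%, 75 nM oxytocin as 100% · Evaluation – normalized max/min fluorescence ratio, % activation · Timing – 6 min pre-incubation, 100 s read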
# CHO-K1 Ca ag – nonselective activator or artifact in parental CHO-K1 cells; Fluo-8 calcium fluorescence; scaled to maximal ATP response, vehicle zero; activation, % at 3 µM; hit rate 0.48% among 360,000; in the data active = activation above about 15%;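 note: untransfected CHO-K1 host cells lacking M1 receptor as counterscreen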
# * = called active by the depositor; · = no result given.
SMILES	M1 PAM parental	GPR7 antag	CHO parental Ca	TAAR1 antagonist	V1R ag counter	CHO-K1 Ca antag	OXTR potentiate	OXTR agonist	CHO-K1 Ca ag
O=C(c1ccncc1)N1N=C(c2ccc(Cl)cc2)CC1c1ccccc1O (stereo not drawn)	8.5	-2.5	-23.9	3.0	1.9	-11.6	-5.8	0.6	2.1
COc1ccc(C(C)NC(=O)C2CCCC2)cc1OC (stereo not drawn)	-20.5	-15.1	-1.7	-13.8	-0.4	11.6	-8.4	0.0	-0.5
C=CCOc1ccc(CNCc2cccnc2)cc1OCC	0.6	-1.4	-9.8	-16.6	0.9	-18.8	-3.1	1.1	0.7
NC1CCN(c2cccc(Cl)n2)CC1	·	·	-8.2	·	0.9	·	2.1	2.0	·
Cc1cccc(NC(=O)COC(=O)CN2C(=O)c3ccccc3C2=O)c1C	7.1	·	·	-1.4	·	-1.8	·	·	0.5
O=C1C2CCCN2C(c2ccccc2F)N1c1ccc(F)cc1 (stereo not drawn)	10.2	-6.9	-11.2	-3.7	0.3	-23.7	-1.2	0.1	-0.2
CCc1ccccc1N(C(=O)c1snc(C(N)=O)c1N)C(C(=O)NCC1CCCO1)c1c[nH]c2ccccc12 (stereo not drawn)	13.8	2.4	0.6	10.7	4.0	-15.3	-9.8	5.7	1.9
O=C(NC1CCCC1)C(c1ccco1)N(C(=O)c1csnn1)c1ccccc1 (stereo not drawn)	13.8	-7.0	-15.1	-6.1	0.3	9.5	-15.5	-1.9	-0.5
Cc1nn(-c2ccccc2)c(Cl)c1/C=C(\C#N)C(=O)NC(C)C	-10.4	0.5	-18.9	-11.7	0.4	-0.9	-0.3	-1.1	0.4
OCCC1CN(Cc2nc(-c3ccccc3)cs2)CCN1CCc1ccccc1 (stereo not drawn)	13.6	-6.7	-31.1	6.2	4.2	2.3	-8.1	1.3	16.0*

# (list continues)
SMILES	M1 PAM parental	GPR7 antag	CHO parental Ca	TAAR1 antagonist	V1R ag counter	CHO-K1 Ca antag	OXTR potentiate	OXTR agonist	CHO-K1 Ca ag
O=C1C2CCCN2C(c2ccccc2)N1c1ccc(Cl)cc1 (stereo not drawn)	22.6	5.5	-19.6	17.5	-0.3	-14.1	3.5	-1.2	0.3
CCNC(=O)C1CC(=O)N(Cc2ccc3c(c2)OCO3)C(=Nc2ccc(F)cc2)S1 (stereo not drawn)	22.1	13.2	-7.0	-18.1	-0.3	-11.7	-7.7	-0.8	0.8
CCOC(=O)CC1C(=O)NCCN1C(=S)NC(=O)c1ccccc1OC (stereo not drawn)	20.7	-0.3	3.9	-20.2	0.1	-17.1	-5.9	0.9	1.4
COc1ccc(N2CCN(C(=O)c3cc(-c4ccc(F)cc4)[nH]c3C)CC2)cc1	16.4	2.9	·	-0.9	·	-14.9	·	·	2.5
Cc1ccc(NC2CCCN(C(=O)c3cnsn3)C2)cc1C (stereo not drawn)	5.7	4.5	-16.4	-21.1	0.5	-9.9	-2.6	0.1	0.7
O=C(NC(=S)Nc1ccccc1Br)c1ccc2c(c1)OCO2	5.2	-22.2	1.3	-3.0	-1.3	9.8	-6.1	0.3	-0.1
c1ccc(Oc2nc(-c3cccnc3)nc3ccccc23)cc1	11.0	-4.8	-28.2	7.2	-0.4	-1.9	-11.3	-4.4	0.7
N#Cc1ccc(C23CC4(C2)[C@H](CN(Cc2ccc(C(F)(F)F)cc2)[C@@H]4c2ccccc2)C3c2ccccc2)cc1 (stereo partly drawn)	7.2	·	-3.3	15.1	0.1	0.5	-0.2	0.1	0.4
COc1ccc(S(=O)(=O)C(C#N)c2nc3ccccc3nc2N2CCCC(C)C2)cc1 (stereo not drawn)	8.2	-5.8	-1.4	-6.7	0.0	4.5	-8.8	-1.1	3.4
CN(C)C(=O)Nc1ccc(F)cc1F	18.1	-5.4	-0.7	-9.6	0.3	-24.2	-1.0	0.9	0.8

# Next section
SMILES	M1 PAM parental	GPR7 antag	CHO parental Ca	TAAR1 antagonist	V1R ag counter	CHO-K1 Ca antag	OXTR potentiate	OXTR agonist	CHO-K1 Ca ag
CCCCn1nc2cc(C(=O)NCc3ccc(C(F)(F)F)cc3C(F)(F)F)ccc2c1OCC	5.1	-7.2	-23.3	19.9	1.4	-6.3	-1.7	-0.7	-0.2
COc1ccc(C(=O)Nc2ccccc2C(=O)N/N=C/c2ccco2)cc1	10.8	-15.9	-23.2	15.6	-0.4	-7.7	-7.8	-0.6	2.3
CC(=O)N1CCc2cc(S(=O)(=O)CCC(=O)N3CCN(c4ccccc4)CC3)ccc21	11.2	-1.4	5.2	-22.9	1.1	0.1	-18.3	5.5	1.5
CN(C(=O)C12CC3CC(CC(C3)C1)C2)C1CCS(=O)(=O)C1 (stereo not drawn)	15.2	-2.3	1.8	-3.6	-0.4	-10.9	-3.5	0.7	0.7

# Among those listed so far, these contain nitrogen in an aromatic ring:
SMILES	M1 PAM parental	GPR7 antag	CHO parental Ca	TAAR1 antagonist	V1R ag counter	CHO-K1 Ca antag	OXTR potentiate	OXTR agonist	CHO-K1 Ca ag
O=C(c1ccncc1)N1N=C(c2ccc(Cl)cc2)CC1c1ccccc1O (stereo not drawn)	8.5	-2.5	-23.9	3.0	1.9	-11.6	-5.8	0.6	2.1
C=CCOc1ccc(CNCc2cccnc2)cc1OCC	0.6	-1.4	-9.8	-16.6	0.9	-18.8	-3.1	1.1	0.7
NC1CCN(c2cccc(Cl)n2)CC1	·	·	-8.2	·	0.9	·	2.1	2.0	·
CCc1ccccc1N(C(=O)c1snc(C(N)=O)c1N)C(C(=O)NCC1CCCO1)c1c[nH]c2ccccc12 (stereo not drawn)	13.8	2.4	0.6	10.7	4.0	-15.3	-9.8	5.7	1.9
O=C(NC1CCCC1)C(c1ccco1)N(C(=O)c1csnn1)c1ccccc1 (stereo not drawn)	13.8	-7.0	-15.1	-6.1	0.3	9.5	-15.5	-1.9	-0.5
Cc1nn(-c2ccccc2)c(Cl)c1/C=C(\C#N)C(=O)NC(C)C	-10.4	0.5	-18.9	-11.7	0.4	-0.9	-0.3	-1.1	0.4
OCCC1CN(Cc2nc(-c3ccccc3)cs2)CCN1CCc1ccccc1 (stereo not drawn)	13.6	-6.7	-31.1	6.2	4.2	2.3	-8.1	1.3	16.0*
COc1ccc(N2CCN(C(=O)c3cc(-c4ccc(F)cc4)[nH]c3C)CC2)cc1	16.4	2.9	·	-0.9	·	-14.9	·	·	2.5
Cc1ccc(NC2CCCN(C(=O)c3cnsn3)C2)cc1C (stereo not drawn)	5.7	4.5	-16.4	-21.1	0.5	-9.9	-2.6	0.1	0.7
c1ccc(Oc2nc(-c3cccnc3)nc3ccccc23)cc1	11.0	-4.8	-28.2	7.2	-0.4	-1.9	-11.3	-4.4	0.7
COc1ccc(S(=O)(=O)C(C#N)c2nc3ccccc3nc2N2CCCC(C)C2)cc1 (stereo not drawn)	8.2	-5.8	-1.4	-6.7	0.0	4.5	-8.8	-1.1	3.4
CCCCn1nc2cc(C(=O)NCc3ccc(C(F)(F)F)cc3C(F)(F)F)ccc2c1OCC	5.1	-7.2	-23.3	19.9	1.4	-6.3	-1.7	-0.7	-0.2
